Bioassay records: PubChem BioAssay, several laboratories
EBNA-1 inhibitor: blocks EBNA-1 binding to DNA. hit rate 0.34% among 300,000. inhibition, % at 14.8 µM. EBNA-1 DNA binding, fluorescence polarization; in the data active = inhibition above about 28%
LAP4 TOR yeast: alters LAP4-GFP fluorescence in TOR pathway yeast screen. GFP response vs DMSO, % at 10 µM. hit rate 0.34% among 320,000. AID 2023. S. cerevisiae LAP4-GFP multiplex, flow cytometry GFP, 3 h; median GFP as percent of DMSO wells;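 active = GFP response vs DMSO above a set limit, about the screen mean plus 3 SD, cut at about 150% in these data; inconclusive = under 70 cell events counted for the yeast strain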
ZTA DNA inh: blocks Epstein-Barr virus ZTA, an EBNA-1 counter-screen; P03206; ZTA-DNA binding, fluorescence polarization; inhibition, % at 11 µM; hit rate 0.15% among 320,000; AID 2234; in the data active = inhibition above about 33%
MEP2 TOR yeast: alters MEP2-GFP fluorescence in TOR pathway yeast screen; S. cerevisiae MEP2-GFP strain, flow cytometry GFP, 3 h; 100% = DMSO control level; GFP response vs DMSO, % at 10 µM; hit rate 0.51% among 330,000;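 active = GFP response versus DMSO above a set limit, roughly screen mean plus 3 SD, cut at about 180% in these data; inconclusive = fewer than 70 cells counted for a yeast strain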;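 note: median GFP fluorescence of the barcode-gated MEP2-GFP cells per well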
AHR act: activators of human aryl hydrocarbon receptor | activation, % at 5 µM | AID 2796 | AHR-responsive luciferase reporter cells, luminescence | hit rate 2.5% among 320,000 | P35869; in the data active = activation above about 47%;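 note: 0% = vehicle wells and 100% = reference agonist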
proCasp7 act: counter-screen: procaspase-7 (human) activation; P55210; recombinant procaspase-7, Ac-DEVD-pNA absorbance 405 nm; D23A/D198A/D206A triple mutant, cannot self-cleave; scale: DMSO 0, 5 µM enzyme 100; activation, % at 8.5 µM; hit rate 0.093% among 330,000; AID 463210;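 active = percent activation above the screen-wide mean plus 3 SD, cut at about 25% in these data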
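Assay system: Uncleavable procaspase-7 mutant enzyme; Input: 2 µM procaspase-7 mutant as dispensed; Also added: DEVD-pNA substrate; Medium: Zinc-free HEPES pH 7.4 with 300 mM NaCl, 0.01% Triton X-100; Timing: 1 h compound preincubation, 2 h substrate cleavage, 25 °C; Measured by: Epi-absorbance of released pNA at 405 nm, two timepoints.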
RPL19A TOR yeast: yeast TOR pathway RPL19A-GFP modulation. S. cerevisiae RPL19A-GFP strain, flow cytometry, 3 h; stronger effect = lower value. percent response vs DMSO, % at 10 µM. hit rate 0.3% among 330,000. AID 2025;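 active = percent response vs DMSO below 50%; inconclusive = fewer than 70 events counted for the yeast strain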;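 note: median channel GFP fluorescence of the barcoded RPL19A-GFP strain; ratio of sample median GFP to plate DMSO average so 100% = DMSO; lower means less RPL19A-GFP as with rapamycin TOR inhibition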
procasp3 activ: activators of human procaspase-3 | P42574 | recombinant procaspase-3 D3A, Ac-DEVD-pNA absorbance 405 nm | activation, % at 8.5 µM | hit rate 0.11% among 330,000 | AID 463141;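 active = activation above the mean of all tested compounds plus 3 SD, cut at about 21% in these data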;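 note: 0% = DMSO alone and 100% = DMSO wells spiked with extra 5 µM PC-3 D3A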
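material = Procaspase-3 D3A mutant | probe or stimulus = Ac-DEVD-pNA | compound = single dose, 8.5 µM nominal compound, 0.8% DMSO | timing = 1 h preincubation, 2 h reaction | measured by = 405 nm absorbance of p-nitroaniline, reads at 0 and 120 min | benchmarks = DMSO-only low control, 5 µM PC-3 D3A high control | repeats = singlicate, each compound tested once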
* marks the source's active call; other numbers are inactive results; ? = inconclusive; . = not tested or not shown; [ ] = remark or other dose. Rows are unselected. About 3.8% of those tested had a hit in this group.

SMILES	EBNA-1 inhibitor	LAP4 TOR yeast	ZTA DNA inh	MEP2 TOR yeast	AHR act	proCasp7 act	RPL19A TOR yeast	procasp3 activ
CC1(C)Cc2ccccc2-c2nnnn21	5	92	-8	93	-1	-3	93	-7
CCOC(=O)CSc1n[nH]c(NC(=O)CC)n1	8	93	11	107	2	14	105	1
Cc1cc([N+](=O)[O-])nn1CCCC(=O)Nc1sc2c(c1C(N)=O)CCCC2	-11	94	10	109	4	-13	100	-8
CC(Oc1ncnc2ccccc12)C(=O)Nc1cccc(S(=O)(=O)N2CCOCC2)c1 (stereo unspecified)	-2	93	-8	98	-1	6	95	4
NC(=O)C1(N2CCCCC2)CCN(Cc2nc3ccccc3c(=O)[nH]2)CC1	5	97	7	100	36	-2	91	5
O=C(CC1CCCC1)Nc1ccc(Br)cc1	-1	92	2	103	5	-1	94	2
CC1CC(C)CN(S(=O)(=O)CCNC(=O)c2ccc3c(c2)OCO3)C1 (stereo unspecified)	-1	126	6	98	3	-7	101	1
CC1(C(=O)N/N=C/c2ccccc2)CC1(Cl)Cl (stereo unspecified)	16	92	10	97	2	3	94	-7
COc1ccc(C2=CN(Cc3ccccc3)CCC2=O)cc1	.	114	.	105	3	11	105	7
O=C(c1cnc(Cl)c(Cl)c1)N1CCC(Cc2ccccc2)CC1	7	96	15	96	-2	8	103	-1
O=C(CC1C(=O)NCCN1Cc1ccc(-c2ccccc2)cc1)NCCCn1ccnc1 (stereo unspecified)	2	95	4	116	0	6	71	5
O=C(c1ccccn1)C1CCCN(Cc2cn[nH]c2-c2cc3ccccc3o2)C1 (stereo unspecified)	-2	94	-7	105	9	3	96	1

In a second layout: 2 of the compounds above
Values run as follows: EBNA-1 inhibitor	LAP4 TOR yeast	ZTA DNA inh	MEP2 TOR yeast	AHR act	proCasp7 act	RPL19A TOR yeast	procasp3 activ
NC(=O)C1(N2CCCCC2)CCN(Cc2nc3ccccc3c(=O)[nH]2)CC1
    5	97	7	100	36	-2	91	5
O=C(CC1CCCC1)Nc1ccc(Br)cc1
    -1	92	2	103	5	-1	94	2

Remaining list, next part
SMILES	EBNA-1 inhibitor	LAP4 TOR yeast	ZTA DNA inh	MEP2 TOR yeast	AHR act	proCasp7 act	RPL19A TOR yeast	procasp3 activ
COc1ccc2cc3c(N)nn(C(=O)c4cccc([N+](=O)[O-])c4)c3nc2c1	8	97	-13	102	-5	7	102	6
CNC(=O)c1ccc(-c2ccc(OC)cc2)s1	-6	115	5	99	2	5	97	-8
O=C(Nc1ccnn1C1CCN(CC2CC=CCC2)CC1)c1ccccc1Cl (stereo unspecified)	7	99	-4	97	0	7	96	3
COc1cc(CN=Cc2c(O)n(Cc3ccccc3)c(=S)[nH]c2=O)cc(OC)c1	-1	111	-5	109	1	15	103	10
CC(=O)c1ccc(C(=O)Nc2ccc(N3CCOCC3)cc2)cc1	7	106	-8	99	-4	-4	100	2
Cc1oc(-c2ccc(Cl)cc2)nc1CS(=O)CC(=O)NCc1ccc2c(c1)OCO2 (stereo unspecified)	-2	105	11	105	6	-2	107	-6
Cc1ccc(-c2cn(CCN)c(-c3ccc(Cl)nc3)n2)cc1	-3	100	-13	107	11	-4	106	9
CCN(CC)S(=O)(=O)c1cc(NC(=O)COC(=O)c2c(C)noc2C)ccc1C	.	94	16	97	0	-3	101	6
CS(=O)(=O)c1ccc(C(=O)NC2CCOC2=O)cc1 (stereo unspecified)	5	92	2	95	0	4	102	10
Cc1nnc(NC(=O)CSc2nnc(Cc3cccn3C)n2-c2ccccc2)s1	6	96	18	101	1	-8	99	-11
Cc1ccc2nc(-c3ccc(NC(=O)COCC(=O)O)cc3)sc2c1	-1	126	3	102	7	1	95	1
COc1ccc(NC(=O)CSc2nc3nc(C)cc(C)c3c(=O)[nH]2)cc1OC	.	106	.	104	6	-1	97	5
Cc1nc(-c2ccncc2)sc1C(=O)Nc1ccc(Cl)cc1	-1	98	4	101	65*	5	96	11
Cc1csc(C(C)N(C)C(=O)CCc2nnc(CCc3ccccc3)o2)n1 (stereo unspecified)	1	101	0	101	0	-6	95	1
Cc1ccc(C)c2[nH]c(=O)c(CN(CCN3CCCC3)C(=O)Nc3cccc(Cl)c3)cc12	0	94	-1	98	10	9	99	9
CCCc1cc(=O)oc2cc(OCC(=O)NCc3ccccn3)ccc12	-7	84	-12	92	47	8	94	2
CC(C)N1CCN(Cc2nc3c(s2)CCCC3)CC1CCO (stereo unspecified)	15	96	-3	166	2	5	63	5
Cc1cccc(N(C)C(=S)Oc2ccc3ccccc3c2)c1	-6	133	-3	100	1	-5	99	6
COc1ccc(NC(=O)c2cc([N+](=O)[O-])ccc2O)cc1	-4	93	-2	118	-7	-14	108	2
O=C(/C=C/Nc1ccccc1F)c1cccs1	-8	96	-7	106	57*	-4	104	6
CC(C)n1c2ccccc2c2cc([N+](=O)[O-])ccc21	21	106	11	102	2	1	103	2
CCOC(=O)C(C)C(C)=O (stereo unspecified)	.	104	-3	95	0	6	99	4
COc1ccc2[nH]c(=O)c(CN(CC3CCCO3)S(=O)(=O)c3ccccc3)cc2c1 (stereo unspecified)	2	104	10	101	6	1	100	4
CN(C)S(=O)(=O)c1ccc(N2CCCC2)c(C(=O)Nc2nc(-c3cc(F)ccc3F)cs2)c1	21	99	4	102	0	4	104	-2
CCOc1ccc(OCc2cccc(C(=O)N3CCCC3)c2)cc1	13	108	-2	105	-3	5	95	6
CS(=O)(=O)N1CCc2cc(-c3csc(NC(=O)Cc4cccs4)n3)ccc21	12	115	16	110	-3	7	102	3
NC(=O)C(c1ccc(Cl)cc1)c1ccc(Sc2ccccc2)nn1 (stereo unspecified)	0	86	12	96	-3	11	93	-1
COc1ccc(Cl)cc1N/C(N)=N/c1nc(CSc2ccc(C)cc2)cc(=O)[nH]1	-3	96	-8	101	1	-4	91	4
COc1ccc(C(=O)C2CCCN(C(=O)c3cccnc3OC)C2)c(C)c1 (stereo unspecified)	4	103	10	103	0	8	102	1
COc1ccc(-c2noc(CCC(=O)NC3CCCCC3)n2)cc1	-7	102	-12	117	-1	5	95	8
COc1ccc(/C=C2\SC(=O)N(CCNC(=O)Cn3[nH]c(=O)c4ccccc4c3=O)C2=O)cc1	.	103	.	97	4	2	95	1
COc1cc(/C=C2\N=C(c3c(-c4ccccc4)noc3C)OC2=O)ccc1OC(C)=O	-1	90	7	103	2	-10	103	4
Cc1ccc2c(c1)c1ncnc(N3CCc4ccccc4C3)c1n2C	-1	115	-6	150	39	-11	77	-9
O=C(NCC(=O)N1CCCCC1)c1ccc(Cl)cc1Cl	-6	.	12	91	9	-2	92	-7
O=c1c2ccccc2nc(COc2ccccc2)n1/N=C/c1cc([N+](=O)[O-])ccc1O	0	92	-1	85	7	-19	93	-16
Cc1cc(C)cc(N(CC(=O)NC2CCCC2)C(=O)CCC(=O)Nc2cc(C)ccn2)c1	8	92	-2	100	2	7	103	3
Cc1ccc2c(c1)[C@H]1[C@H](CO2)[C@H](c2ccccc2)[C@]2(C)C(=O)N(Cc3ccc(F)cc3)CC(=O)N12	.	95	.	93	-2	-4	99	0
Cc1ccc(C(=O)OCC(=O)NC(=O)NCc2ccccc2)cc1C	.	104	0	99	1	-1	98	1
Cc1c(Cl)cccc1NC(=O)CCC(=O)NNC(=O)c1ccccc1Cl	-8	97	-1	101	-2	3	96	-2
COc1ccc(NC(=O)Cn2cnc3c(oc4nc5c(cc43)COC(C)(C)C5)c2=O)cc1	-3	107	5	101	0	-2	104	1
O=[N+]([O-])c1ccc(N=Cc2c(O)ccc3ccccc23)cc1	0	95	12	98	9	5	101	-8
O=C(/C=C/c1ccccc1)c1ccc(NC2=NCCCS2)cc1	-14	100	-5	102	5	-6	112	-2
O=C(CSc1nc2ccccc2nc1N1CCCC1)Nc1ccc(F)cc1	-2	?	5	79[may fluoresce red and violet]	3	41*	?	2
Cc1cc(NC(=O)CCC2CCCC2)no1	-8	90	0	96	1	7	97	-1
OCC1(CCCc2ccccc2)CCN(Cc2cnc(N3CCOCC3)s2)CC1	7	96	-5	93	13	0	106	4
CN(C)CCN1C(=O)C(=O)/C(=C(/O)c2ccc(S(=O)(=O)N3CCOCC3)cc2)C1c1ccc(F)cc1 (stereo unspecified)	3	91	-8	98	-3	1	102	-2
CC(CS(=O)(=O)c1cccc2cccnc12)N1CCCCC1 (stereo unspecified)	3	110	0	112	3	-6	110	-5
CNC(=O)COC(=O)CNC(=O)c1cc(Cl)cc([N+](=O)[O-])c1	-1	113	8	95	-2	2	91	3
CN(C)S(=O)(=O)c1ccc(S(=O)(=O)N(Cc2ccco2)Cc2ccccc2Cl)cc1	18	98	12	101	0	3	98	-9
O=C1c2ccccc2C(=O)c2c1ccc1c(=O)n(-c3ccccc3)[nH]c21	1	110	1	96	9	-2	111	8
O=C(O)CN1C(=O)/C(=C/c2ccccc2Cl)Oc2ccccc21	7	88	16	96	8	-2	95	-7
COc1cccc(CNCC(O)(c2ccc(Cl)cc2)c2ccc(Cl)cc2)c1	1	108	-1	109	0	3	100	-10
O=C(O)c1ccc(NCc2ccncc2)cc1	3	92	5	94	-1	-2	98	-9
COc1ccc(NC(=O)c2ccc3ncsc3c2)cc1	-13	139	1	164	1	-10	136	-11
Cc1cc(OCC(=O)c2cccc(C(F)(F)F)c2)n2cnnc2n1	-2	112	-4	96	2	7	97	4
CCN(CC)C(=O)Oc1ccc(Cl)c2ccccc12	3	120	-12	105	10	-2	105	2
CCOC(=O)CNc1nc(C(C)(C)C)nc2c1nnn2Cc1ccccc1	-3	84	-6	105	4	1	94	10
O=C(NNC(=O)c1ccc2c(=O)n3c(nc2c1)CCC3)c1ccc(Cl)cc1	.	91	4	96	0	-4	95	8
O=C(CCCCn1c(=O)[nH]c2ccccc2c1=O)N1CCN(c2cccc(C(F)(F)F)c2)CC1	4	94	-10	100	1	-2	100	-4
COCCNC(=O)c1onc(CSc2ccc(C)c(C)c2)c1C(=O)O	-8	127	-8	95	-4	-12	101	9

Random excerpt: 2 entries already listed
SMILES	EBNA-1 inhibitor	LAP4 TOR yeast	ZTA DNA inh	MEP2 TOR yeast	AHR act	proCasp7 act	RPL19A TOR yeast	procasp3 activ
O=C(CCCCn1c(=O)[nH]c2ccccc2c1=O)N1CCN(c2cccc(C(F)(F)F)c2)CC1	4	94	-10	100	1	-2	100	-4
O=C(NNC(=O)c1ccc2c(=O)n3c(nc2c1)CCC3)c1ccc(Cl)cc1	.	91	4	96	0	-4	95	8

Continuation:
SMILES	EBNA-1 inhibitor	LAP4 TOR yeast	ZTA DNA inh	MEP2 TOR yeast	AHR act	proCasp7 act	RPL19A TOR yeast	procasp3 activ
COc1ccc(-c2nnc(SCC(=O)NCc3cccs3)n2CC(C)C)cc1	2	92	-4	93	3	10	95	10
CCOP(=O)(OCC)C(Nc1cccc(C)c1)c1ccc(F)cc1 (stereo unspecified)	9	130	9	98	1	-4	103	5
COc1ccc(CCNC(=S)N2CCC(Cc3ccccc3)CC2)cc1OC	2	97	0	95	1	4	94	-1
CC(=O)Nc1cc(C(=O)N2CCc3ccccc3C2)ccc1Sc1ccc(F)cc1	-5	89	-19	112	2	12	114	1
COc1ccc(N(CC(=O)Nc2cc(C)cc(C)c2)S(=O)(=O)c2ccccc2[N+](=O)[O-])c(OC)c1	-13	96	-6	100	9	4	96	6
Cc1nonc1C(=O)N/N=C/c1cccc(O)c1	-4	94	3	107	15	8	100	8
C=CCNC(=O)COc1ccc(S(=O)(=O)NC2CCCCC2)cc1	-4	90	-7	94	-1	8	99	12
COc1ccc(C(=O)OCC(=O)Nc2cccc(C(C)=O)c2)cc1OC	-7	87	4	102	0	3	99	-4
